FAS-TE inh = blocks the thioesterase domain of human fatty acid synthase. recombinant FAS-TE, OMFH fluorogenic substrate, fluorescence endpoint. inhibition, % at 15 µM. 360,000 tested, 0.67% active;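 active means compounds whose normalised, plate-corrected inhibition of enzyme fluorescence in the single-dose primary screen is 50% or more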;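 further: 0% = DMSO with enzyme and 100% = substrate without enzyme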
Target sequence (P49327 whole entry, looked up, the tested form may be a part): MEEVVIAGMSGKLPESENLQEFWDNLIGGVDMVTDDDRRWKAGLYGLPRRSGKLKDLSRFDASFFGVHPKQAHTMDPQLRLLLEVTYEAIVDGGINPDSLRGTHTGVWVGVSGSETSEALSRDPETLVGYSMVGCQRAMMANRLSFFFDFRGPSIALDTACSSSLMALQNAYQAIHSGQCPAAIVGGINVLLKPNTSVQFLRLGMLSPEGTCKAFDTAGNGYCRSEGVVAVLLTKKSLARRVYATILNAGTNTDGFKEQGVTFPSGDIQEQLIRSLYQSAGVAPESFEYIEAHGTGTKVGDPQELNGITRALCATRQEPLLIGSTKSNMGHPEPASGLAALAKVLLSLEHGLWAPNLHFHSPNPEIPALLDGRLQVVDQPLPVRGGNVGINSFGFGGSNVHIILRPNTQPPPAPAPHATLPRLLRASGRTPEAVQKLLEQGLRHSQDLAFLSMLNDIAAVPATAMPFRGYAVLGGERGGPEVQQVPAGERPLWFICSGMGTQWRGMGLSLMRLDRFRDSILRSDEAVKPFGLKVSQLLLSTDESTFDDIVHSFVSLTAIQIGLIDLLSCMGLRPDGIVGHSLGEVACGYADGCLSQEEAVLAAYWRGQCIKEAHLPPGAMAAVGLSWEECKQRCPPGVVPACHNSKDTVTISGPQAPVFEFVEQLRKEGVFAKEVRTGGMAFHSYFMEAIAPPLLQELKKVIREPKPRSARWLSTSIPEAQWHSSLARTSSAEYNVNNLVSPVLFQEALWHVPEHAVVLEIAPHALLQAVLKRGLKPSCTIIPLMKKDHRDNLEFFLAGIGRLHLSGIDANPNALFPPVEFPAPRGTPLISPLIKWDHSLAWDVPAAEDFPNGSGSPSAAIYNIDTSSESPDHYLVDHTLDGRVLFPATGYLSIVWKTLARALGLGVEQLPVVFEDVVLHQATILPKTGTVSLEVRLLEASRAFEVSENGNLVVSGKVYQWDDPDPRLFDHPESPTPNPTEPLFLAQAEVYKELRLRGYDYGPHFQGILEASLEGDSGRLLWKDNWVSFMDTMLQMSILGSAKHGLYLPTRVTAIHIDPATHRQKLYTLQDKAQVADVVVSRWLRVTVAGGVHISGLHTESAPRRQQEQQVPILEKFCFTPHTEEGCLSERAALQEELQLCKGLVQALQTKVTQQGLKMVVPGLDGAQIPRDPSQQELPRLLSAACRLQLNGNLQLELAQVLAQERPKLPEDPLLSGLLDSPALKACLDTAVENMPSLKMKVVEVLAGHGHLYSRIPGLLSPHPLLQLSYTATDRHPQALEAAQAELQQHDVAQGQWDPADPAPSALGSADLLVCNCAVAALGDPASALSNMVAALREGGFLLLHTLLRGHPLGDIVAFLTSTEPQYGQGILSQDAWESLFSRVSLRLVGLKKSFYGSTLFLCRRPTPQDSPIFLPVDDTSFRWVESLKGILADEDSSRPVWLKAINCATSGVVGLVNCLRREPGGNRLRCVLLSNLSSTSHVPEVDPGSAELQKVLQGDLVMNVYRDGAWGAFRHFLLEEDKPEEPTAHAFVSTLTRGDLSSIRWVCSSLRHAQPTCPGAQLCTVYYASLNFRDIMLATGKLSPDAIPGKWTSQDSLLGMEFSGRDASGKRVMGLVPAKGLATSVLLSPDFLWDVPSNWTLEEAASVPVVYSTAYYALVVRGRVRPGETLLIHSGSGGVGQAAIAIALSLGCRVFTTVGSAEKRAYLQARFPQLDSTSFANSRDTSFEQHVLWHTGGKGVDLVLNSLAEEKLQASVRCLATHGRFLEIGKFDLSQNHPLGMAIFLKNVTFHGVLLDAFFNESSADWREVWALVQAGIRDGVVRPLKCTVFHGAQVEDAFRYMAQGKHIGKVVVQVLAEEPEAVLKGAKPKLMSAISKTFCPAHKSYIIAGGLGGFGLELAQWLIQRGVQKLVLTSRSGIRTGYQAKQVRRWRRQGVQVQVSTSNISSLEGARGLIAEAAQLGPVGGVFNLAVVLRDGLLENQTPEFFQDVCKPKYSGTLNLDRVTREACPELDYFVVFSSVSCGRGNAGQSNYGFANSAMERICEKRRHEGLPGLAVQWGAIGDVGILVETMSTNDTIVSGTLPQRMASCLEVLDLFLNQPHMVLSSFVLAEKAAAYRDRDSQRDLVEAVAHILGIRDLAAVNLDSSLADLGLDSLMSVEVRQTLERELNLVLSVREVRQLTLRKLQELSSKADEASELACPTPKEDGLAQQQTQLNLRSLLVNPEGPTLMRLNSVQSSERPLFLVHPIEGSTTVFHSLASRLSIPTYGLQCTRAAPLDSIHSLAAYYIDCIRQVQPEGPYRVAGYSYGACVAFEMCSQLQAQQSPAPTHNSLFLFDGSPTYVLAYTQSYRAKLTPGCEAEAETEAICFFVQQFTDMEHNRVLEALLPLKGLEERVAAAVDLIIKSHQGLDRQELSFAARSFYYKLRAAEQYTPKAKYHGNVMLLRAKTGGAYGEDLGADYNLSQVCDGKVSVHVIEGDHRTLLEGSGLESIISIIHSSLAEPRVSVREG
NadD block = NadD (S. aureus) enzyme inhibition; purified NadD enzyme, colorimetric absorbance read-out; inhibition, % at 20 µM; 360,000 tested, 0.78% active; in the data active means inhibition above about 26%; further: some compounds past the cut are filed as inactive
PABP1 MLLE inh = blocks PAM2 peptide binding to the PABP1 MLLE domain; GST-MLLE / FITC-PAM2 fluorescence polarization; inhibition, % at 20 µM; 360,000 tested, 0.36% active; in the data active means inhibition above about 35%, passing the limit was not always enough;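 further: plate controls were DMSO wells with GST-MLLE for no effect and wells lacking GST-MLLE protein for full effect; some results filed as inactive read as strong as hits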
Rin1 Abl inh = inhibitors of human Rin1-Abl protein interaction. inhibition, % at 7.35 µM. 360,000 tested, 0.4% active. P00519+Q13671. TR-FRET Rin1/Abl binding, biochemical; in the data active means inhibition above about 5%, passing the limit was not always enough
Neddyl block = cullin neddylation inhibition; 360,000 tested, 0.58% active; TR-FRET cullin neddylation, biochemical; AID 651699; P61081+Q13564; calls only at 25 µM; in the data active means inhibition above about 36%
Rpn11 block = inhibitors of human proteasome Rpn11; human 26S proteasome, Ub4-pepOG fluorescence polarization; 20S core pre-blocked with epoxomicin; calls only at 20 µM; 360,000 tested, 0.59% active; AID 588493;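 active means inhibition at 20 µM, scaled to each plate's controls, above about 33%, limit read from the data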
CSN inh = blocks human CSN-mediated cullin deneddylation. Purified CSN, SCF-Nedd8-OG deneddylation, fluorescence polarization. inhibition, % at 12.5 µM. 360,000 tested, 0.38% active. Q92905;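 active means pattern-corrected inhibition above about 35%, with an unprinted fluorescence ratio check between 0.5 and 1.5, limit read from the data, passing the limit was not always enough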;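 further: 0% = enzyme with substrate and 100% = substrate without enzyme; some results filed as inactive read as strong as hits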
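test system = HEK293T-derived human Csn5 enzyme | amount = 0.24 nM Csn5 enzyme, final concentration | medium = Tris/NaCl/DTT buffer, pH 7.5 | schedule = 90 min reaction at room temperature | signal = FP | evaluation = inhibition of Csn5 cleavage, % | compound dosing = single dose of 12.5 µM compound with 0.25% DMSO | probe or stimulus = 10 nM SCFSkp2-Nedd8OG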
SKN-1 block = C. elegans SKN-1 inhibition; 360,000 tested, 0.49% active; inhibition, % at 21.8 µM; C. elegans VP596 Pgst-4::GFP/RFP ratio, acrylamide-induced, 24 h;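 active means interference check ratio from 0.5 to 1.5 plus GFP to RFP signal ratio inhibition reaching or exceeding a fixed threshold, cut at about 30% in these data, passing the limit was not always enough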; further: some compounds called inactive have numbers as strong as hits
MT1-MMP act inh = inhibitors of human MT1-MMP activation; AID 651647; P50281; 360,000 tested, 0.061% active; GFP/RFP ratio change, % at 20 µM; HT1080 RFP-PRO-GFP cells, GFP/RFP ratio fluorescence, overnight; percent of plate control window, DMSO zero;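 active means GFP/RFP ratio change of at least 30% with cell ATP level not reduced by more than half and red fluorescence within 50% of control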; further: strong numbers were not always called active
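Material – HT1080 RFP-PRO-GFP cells · Control set – DMSO wells and RFP-L50D-GFP cells · Incubation – overnight cell settling, then overnight compound exposure, 37 °C, 5% CO2 · Compound dosing – single-point 20 µM compound, 1% DMSO · Read-out – GFP/RFP fluorescence ratio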
Starred values were filed as active, the others as inactive; i = inactive; nt = not tested or not shown; + = active, no number.

SMILES,FAS-TE inh,NadD block,PABP1 MLLE inh,Rin1 Abl inh,Neddyl block,Rpn11 block,CSN inh,SKN-1 block,MT1-MMP act inh
CC(=O)N1CCC(N(CCN2CCOCC2)C(=S)Nc2cc(C)ccc2C)CC1,-9,-2,14,0,i,i,-16,7,0
COc1cc(C2NC(=O)NC(c3ccccc3)=C2C(C)=O)cc(Cl)c1OCC(=O)O (stereo not drawn),-2,-2,11,7,i,i,-4,5,-1
Cc1c(C)c2c(OCC(=O)N3CCC[C@H]3C(=O)O)cc3c(c2oc1=O)CCC(C)(C)O3,-3,1,15,0,i,i,2,10,4
O=C(NCc1cccs1)C1CCCN(S(=O)(=O)c2ccc(Br)s2)C1 (stereo not drawn),5,-4,-2,0,i,i,6,13,-2
Cc1ccc(S(=O)(=O)NC(=NCC(=O)O)c2ccccc2)cc1,-3,8,7,-2,i,i,6,-13,4
CCOC(=O)COc1c(Cl)cc(C2NC(=S)NC(c3ccccc3)=C2C(C)=O)cc1OCC (stereo not drawn),-9,3,-22,1,i,i,-5,-9,6
O=S1(=O)N[C@@H](Cc2ccccc2)COc2cc(N3CCC[C@H]3CO)ccc21,-12,-2,nt,nt,i,nt,5,9,1
CCCc1nn(C)c2c(=O)[nH]c(-c3cc(S(=O)(=O)N(CCO)CCO)ccc3OCC)nc12,-4,-1,-4,-5,i,i,2,-7,-3
O=C(NCc1ccncc1)C1CCN(S(=O)(=O)Cc2ccccc2)CC1,-8,6,-7,4,i,i,7,-1,-2
Cc1ccc2ncnc(NCCCN3CCOCC3)c2c1,-4,-2,4,0,i,i,-3,14,0
Cc1cc(NC(=O)C(C)Sc2nc(-c3cccs3)nc3ccccc23)no1 (stereo not drawn),4,-1,-11,-14,i,i,2,3,-5
O=c1ccc(-c2ccc(S(=O)(=O)Nc3ccccc3Cl)o2)n[nH]1,-5,-1,7,0,i,i,1,9,1
O=C(CSc1ncc(-c2ccccc2)[nH]1)Nc1cccc(O)c1,-4,-2,27,-5,i,i,-2,9,2
Cc1ccccc1N(CC(=O)NCCSC1CCCCC1)S(=O)(=O)c1ccccc1,17,-4,7,-6,i,i,-1,6,2
CC(=O)NN1C(=O)/C(=C\c2ccc(O)cc2)SC1=S,-5,6,-109,-3,i,nt,96*,5,-28

More structures follow.
SMILES,FAS-TE inh,NadD block,PABP1 MLLE inh,Rin1 Abl inh,Neddyl block,Rpn11 block,CSN inh,SKN-1 block,MT1-MMP act inh
CCCCN1C(=O)C(CC(=O)NCCN2CCOCC2)CC(C(=O)N2CCOCC2)=C1C (stereo not drawn),-7,4,5,-3,i,i,5,1,2
Cc1ccc(-n2nnnc2SCc2nc3sc(C)c(C)c3c(=O)[nH]2)cc1,-11,2,-93,-1,i,nt,17,15,-8
Cc1cc(C)c(NC(=O)CSc2nc3ccc(NC(=O)CSc4nnnn4Cc4ccccc4)cc3s2)c(C)c1,14,47*,8,2,i,i,2,6,6
O=C(Nc1cc(=O)[nH]c(=O)[nH]1)c1cccc(Br)c1,-11,-1,-9,5,i,i,4,2,-2
COc1ccc(CC(=O)N(C)CC(=O)Nc2cccc(F)c2)cc1S(=O)(=O)N1CCOCC1,-4,4,-9,-3,i,i,3,9,-1
O=C1/C(=C\c2ccc(O)cc2)SC(=S)N1Cc1ccccc1,1,-2,-133,-1,i,nt,96,-1,-151
CC(=O)OC[C@@H]1CN(Cc2ccccc2)C[C@H](n2cnc3c(NC4CCC4)ncnc32)O1,-3,2,-20,5,i,i,-3,1,-2
CN1CCc2nc(NC(=O)c3cccc(S(=O)(=O)N4CCc5ccccc54)c3)sc2C1,-56,7,-73,0,i,+,41*,22,-10
COC(=O)NNC(=O)/C=C/c1ccccc1,-5,3,9,0,i,i,-7,3,6
Cc1cccc(C(=O)Nc2ccc3c(c2)C(=O)N(CC(C)C)C3=O)c1,10,-6,2,3,nt,i,4,-4,3
CCOC(=O)c1c(C)n(C)c2ccc(OC)c(NC(=O)CCN3CCSCC3)c12,-7,-4,-2,-6,i,i,0,-27,7
COc1ccc(CNC(=O)c2ccccc2[N+](=O)[O-])cc1,-4,1,-1,1,i,i,4,9,1
COc1ccc(OC)c(S(=O)(=O)NCC(c2cccs2)N2CCc3ccccc3C2)c1 (stereo not drawn),31,0,1,1,i,i,0,2,-3
CCC(C)Sc1ccc([C@@H]2[C@H]3C(=O)N(CC)C(=O)[C@H]3[C@]3(C(=O)OC)CCCCN23)cc1 (stereo partly drawn),19,3,-19,4,i,+,7,15,-19
Cn1cc(S(=O)(=O)NCCc2ccccc2)c(=O)n(C)c1=O,-6,-5,-4,-3,i,i,1,-8,0

Remaining list, next part
Letter code: A = FAS-TE inh; B = NadD block; C = PABP1 MLLE inh; D = Rin1 Abl inh; E = Neddyl block; F = Rpn11 block; G = CSN inh; H = SKN-1 block; I = MT1-MMP act inh
> O=C(Nc1ccn(Cc2c(F)c(F)cc(F)c2F)n1)c1ccc(COc2ccccc2Cl)cc1
  A = 19	B = -1	C = 3	D = 2	E = i	F = i	G = 6	H = 4	I = nt
> CC(C)c1cc(C(=O)NC2CCCc3c2cnn3-c2ccccc2F)no1 (stereo not drawn)
  A = 0	B = -2	C = 5	D = 2	E = i	F = i	G = 0	H = -3	I = -3
> Cc1ccc(C(=O)N2CCN(Cc3ccc4c(c3)OCO4)CC2)c(Cl)c1
  A = -2	B = -2	C = -4	D = 0	E = i	F = i	G = 1	H = -2	I = -5
> C=CCOC(=O)C1=C(C)OC(N)=C(C#N)C1c1c(C)nn(-c2ccccc2)c1Cl (stereo not drawn)
  A = 13	B = -2	C = -12	D = -2	E = i	F = i	G = -1	H = 4	I = -5
> CCCC/C(O)=C/c1nc2ccccc2[nH]c1=O
  A = -2	B = 1	C = -2	D = -4	E = i	F = i	G = 3	H = -8	I = 2
> CC1(C(=O)NS(=O)(=O)c2ccc(F)cc2F)CCN1C(=O)Cc1cccc2ccccc12 (stereo not drawn)
  A = -6	B = -3	C = -6	D = 1	E = i	F = i	G = -3	H = 24	I = -1
> CC(NC(=O)c1cc2ccccc2o1)c1ccccc1 (stereo not drawn)
  A = -4	B = -6	C = 7	D = 0	E = i	F = i	G = 13	H = 14	I = 1
> CCOc1ccccc1N(C)C(=O)c1cc2c(=O)n(CC)c3ccccc3c2s1
  A = 24	B = -7	C = 4	D = -2	E = i	F = i	G = 4	H = -6	I = 2
> CCCCN(C)CCNC(=O)c1cc2c(-c3ccccc3F)nn(C)c2s1
  A = -3	B = -11	C = -2	D = 0	E = nt	F = i	G = 13	H = 14	I = 0
> COc1ccc(NC(=O)C2CCCN(S(=O)(=O)c3cccc4cccnc34)C2)cc1OC (stereo not drawn)
  A = -7	B = 0	C = -30	D = 0	E = i	F = i	G = 1	H = 7	I = 1
> COc1ccc(C(=O)Nc2ccccc2C(=O)NC(C)C)cc1OC
  A = -8	B = -2	C = -5	D = -2	E = i	F = i	G = 1	H = -20	I = 0
> O=C(/C=C/c1ccc(Cl)c([N+](=O)[O-])c1)Nc1ccc(N2CCCC2)cc1
  A = 5	B = 42*	C = -1	D = 2	E = i	F = i	G = 32	H = 6	I = 4
> CCc1ccc(/C=C\C(=O)N2CCc3ccccc3C2)cc1
  A = 8	B = -7	C = 3	D = 1	E = i	F = i	G = -7	H = 3	I = 6
> COc1cccc(NC(=O)CCC2CCN(Cc3nccs3)CC2)c1
  A = -3	B = 1	C = -3	D = -1	E = i	F = i	G = 1	H = 17	I = -2
> O=C(Cn1cc(C(=O)C(=O)N2CCOCC2)c2ccccc21)Nc1cccc(C(F)(F)F)c1
  A = 22	B = -2	C = 9	D = 3	E = i	F = i	G = 0	H = 10	I = 4

Ordered by length of the SMILES (ascending): 3 of the compounds above
Letter code: A = FAS-TE inh; B = NadD block; C = PABP1 MLLE inh; D = Rin1 Abl inh; E = Neddyl block; F = Rpn11 block; G = CSN inh; H = SKN-1 block; I = MT1-MMP act inh
> CCCCN(C)CCNC(=O)c1cc2c(-c3ccccc3F)nn(C)c2s1
  A = -3	B = -11	C = -2	D = 0	E = nt	F = i	G = 13	H = 14	I = 0
> COc1ccc(NC(=O)C2CCCN(S(=O)(=O)c3cccc4cccnc34)C2)cc1OC (stereo not drawn)
  A = -7	B = 0	C = -30	D = 0	E = i	F = i	G = 1	H = 7	I = 1
> C=CCOC(=O)C1=C(C)OC(N)=C(C#N)C1c1c(C)nn(-c2ccccc2)c1Cl (stereo not drawn)
  A = 13	B = -2	C = -12	D = -2	E = i	F = i	G = -1	H = 4	I = -5

Back to the main list with the two entries that preceded the break.
Letter code: A = FAS-TE inh; B = NadD block; C = PABP1 MLLE inh; D = Rin1 Abl inh; E = Neddyl block; F = Rpn11 block; G = CSN inh; H = SKN-1 block; I = MT1-MMP act inh
> COc1cccc(NC(=O)CCC2CCN(Cc3nccs3)CC2)c1
  A = -3	B = 1	C = -3	D = -1	E = i	F = i	G = 1	H = 17	I = -2
> O=C(Cn1cc(C(=O)C(=O)N2CCOCC2)c2ccccc21)Nc1cccc(C(F)(F)F)c1
  A = 22	B = -2	C = 9	D = 3	E = i	F = i	G = 0	H = 10	I = 4
> COc1cccc(NC(=O)CSc2nnc(Cc3cccs3)n2-c2ccc(C)cc2)c1
  A = 18	B = 1	C = -50	D = 5	E = i	F = i	G = 2	H = 6	I = -6
> O=C(O)CNC(=O)c1ccc(NS(=O)(=O)c2ccc3ccccc3c2)cc1
  A = 2	B = -4	C = 8	D = 2	E = i	F = i	G = -1	H = -6	I = 1
> Cc1cc(NS(=O)(=O)c2ccc(NS(=O)(=O)c3ccc(CC(C)C)cc3)cc2)nc(C)n1
  A = 2	B = 7	C = 2	D = 3	E = i	F = i	G = -1	H = 2	I = 2
> COc1ccc2c(c1OC)C(=O)N(c1ccc(O)cc1)C2=O
  A = -6	B = -5	C = -1	D = 1	E = i	F = i	G = -13	H = -2	I = 2
> COc1cc(N)c(Cl)cc1Cl
  A = -3	B = -2	C = -4	D = 1	E = i	F = i	G = -4	H = 9	I = 1

Gathered by group, the compounds so far containing an aryl thioether with sulfur outside any ring (six)
Letter code: A = FAS-TE inh; B = NadD block; C = PABP1 MLLE inh; D = Rin1 Abl inh; E = Neddyl block; F = Rpn11 block; G = CSN inh; H = SKN-1 block; I = MT1-MMP act inh
> Cc1cc(NC(=O)C(C)Sc2nc(-c3cccs3)nc3ccccc23)no1 (stereo not drawn)
  A = 4	B = -1	C = -11	D = -14	E = i	F = i	G = 2	H = 3	I = -5
> O=C(CSc1ncc(-c2ccccc2)[nH]1)Nc1cccc(O)c1
  A = -4	B = -2	C = 27	D = -5	E = i	F = i	G = -2	H = 9	I = 2
> Cc1ccc(-n2nnnc2SCc2nc3sc(C)c(C)c3c(=O)[nH]2)cc1
  A = -11	B = 2	C = -93	D = -1	E = i	F = nt	G = 17	H = 15	I = -8
> Cc1cc(C)c(NC(=O)CSc2nc3ccc(NC(=O)CSc4nnnn4Cc4ccccc4)cc3s2)c(C)c1
  A = 14	B = 47*	C = 8	D = 2	E = i	F = i	G = 2	H = 6	I = 6
> CCC(C)Sc1ccc([C@@H]2[C@H]3C(=O)N(CC)C(=O)[C@H]3[C@]3(C(=O)OC)CCCCN23)cc1 (stereo partly drawn)
  A = 19	B = 3	C = -19	D = 4	E = i	F = +	G = 7	H = 15	I = -19
> COc1cccc(NC(=O)CSc2nnc(Cc3cccs3)n2-c2ccc(C)cc2)c1
  A = 18	B = 1	C = -50	D = 5	E = i	F = i	G = 2	H = 6	I = -6
